D3 ag = agonists of human D3 dopamine receptor; P35462; D3R DiscoveRx beta-arrestin cells, luminescence, 90 min; actives 0.58% (n = 410,000); max activation, %; in the data active = max activation above about 30%; also: 0% is about no effect; mostly tested at two doses, the higher about 12 µM
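Cells at 1500/well, incubated overnight, then treated with pinned compounds (dopamine as control) for 90 min at 37 degrees C. DiscoveRx reagent added for 30 - 60 minutes at room temperature; luminescence read.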
GLP1R inv ag = GLP-1 receptor (human) inverse agonism; actives 1.6% (n = 410,000); AID 624417; HEK293 GLP-1R CRE-luciferase, luminescence, 24 h; GLP-1R form is constitutively active; Potency, µM (titrated, usually from 38.3 µM), without a hit: top-dose activity change, negative = inhibition, most hits filed as inhibitors; also: potency is read from the fitted curve at half-maximal effect; % is scaled to controls: 0 for no effect and ±100 for the full control effect; nearly all actives have a fitted effect of over 55% in size
Target sequence (P43220 whole entry, looked up): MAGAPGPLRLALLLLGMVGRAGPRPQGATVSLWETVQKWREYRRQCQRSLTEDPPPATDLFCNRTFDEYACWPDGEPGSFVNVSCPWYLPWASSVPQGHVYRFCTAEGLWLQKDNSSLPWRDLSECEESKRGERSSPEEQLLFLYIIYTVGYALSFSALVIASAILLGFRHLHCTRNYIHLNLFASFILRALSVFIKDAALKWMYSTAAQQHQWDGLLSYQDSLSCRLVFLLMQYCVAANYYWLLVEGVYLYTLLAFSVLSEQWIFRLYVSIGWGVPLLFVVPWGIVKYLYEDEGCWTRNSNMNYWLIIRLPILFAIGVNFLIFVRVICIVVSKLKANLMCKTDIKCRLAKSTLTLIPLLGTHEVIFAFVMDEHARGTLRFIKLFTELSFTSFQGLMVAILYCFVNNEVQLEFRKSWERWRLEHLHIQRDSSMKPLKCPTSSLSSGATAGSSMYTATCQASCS
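Cells are plated, allowed 12 hours at 37 deg C, then treated with compounds for 24 hr before luciferase detection reagent is added and luminescence is read after 12 min at room temperature. The HEK293 line carries constitutively active GLP-1R with a cAMP-responsive reporter.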
PTHR1 ag = activates the human parathyroid hormone receptor PTHR1; AID 743266; HEK293 GP2 PTHR1 cells, GloSensor cAMP luminescence, 1 h; Potency, µM (highest dose often 115 µM), inactives show at the highest dose activation, actives largely listed as activators; Q03431; actives 0.075% (n = 410,000); also: potency is read from the fitted curve at half-maximal effect; nearly all actives have a fitted effect of over 55% in size; some results filed as inactive show a strong effect at the top dose; inactives centre near -15; many of its hits are not listed in these tables
Target sequence (Q03431 whole entry, looked up): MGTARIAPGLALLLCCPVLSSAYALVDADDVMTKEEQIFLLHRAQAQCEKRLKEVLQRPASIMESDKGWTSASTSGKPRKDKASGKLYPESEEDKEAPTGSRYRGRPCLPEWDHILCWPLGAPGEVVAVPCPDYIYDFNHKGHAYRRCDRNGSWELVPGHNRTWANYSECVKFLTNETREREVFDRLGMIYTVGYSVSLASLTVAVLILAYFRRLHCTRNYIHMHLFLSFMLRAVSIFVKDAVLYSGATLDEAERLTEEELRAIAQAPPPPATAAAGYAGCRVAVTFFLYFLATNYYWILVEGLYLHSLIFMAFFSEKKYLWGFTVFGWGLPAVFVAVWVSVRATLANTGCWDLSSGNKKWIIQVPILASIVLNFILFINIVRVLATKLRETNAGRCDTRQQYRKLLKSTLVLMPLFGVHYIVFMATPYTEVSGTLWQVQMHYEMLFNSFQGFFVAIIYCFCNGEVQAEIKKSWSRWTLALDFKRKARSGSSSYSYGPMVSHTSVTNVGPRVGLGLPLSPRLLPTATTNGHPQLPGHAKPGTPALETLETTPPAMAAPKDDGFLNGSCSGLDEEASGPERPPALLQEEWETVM
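HEK-293-derived GP2 cells expressing PTHR1 and a GloSensor cAMP reporter, 3,000/well, plated overnight, given luciferin plus IBMX (each 0.5 mM as added) for 1 h at 37 °C, then compound for 1 h at 37 °C. Luminescence was read after 15 min at room temperature.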
GLP1R ag = agonists of human GLP-1 receptor; AID 624172; HEK293 GLP-1R CRE-luciferase, luminescence, 4-6 h; cells express a hypersensitive GLP-1R form; P43220; actives 0.007% (n = 380,000); Potency, µM (titrated, usually from 45.6 µM), inactives show at the top dose activation, actives largely listed as activators; also: potency is read from the fitted curve at half-maximal effect; % of control where 0% means no effect
TDP-43 yeast inh = TDP-43 toxicity inhibition in yeast; TDP-43 expressing yeast growth rescue, BacTiter-Glo, 24 h; Potency, µM (titrated, usually from 46.1 µM), for the others: top-dose growth rescue (activation), most hits filed as activators; actives 1.8% (n = 410,000); AID 652104; also: potency is read from the fitted curve at half-maximal effect; % of control where 0% means no effect; nearly all actives have a fitted effect of over 50% in size
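Readout is BacTiter-Glo luminescence of cell growth, so inhibitors register as activators. TDP-43-expressing yeast at OD600=0.02 in galactose medium, after raffinose pregrowth to mid-log, were incubated with compound for 24 hr at 30 deg C.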
DRD3 antagonist = D3 dopamine receptor (human) antagonism; max response, negative = inhibition, %; D3R cells, DiscoveRx beta-arrestin luminescence, antagonist mode; active compounds read low; actives 2.5% (n = 360,000); P35462; in the data active = max response below about -50%; inconclusive = no clear call, values can overlap the other calls; also: % is scaled to controls: 0 for no effect and ±100 for the full control effect; mostly tested at two doses, the higher about 12 µM
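Cells plated overnight at 1500 cells/well, then exposed to library compounds with dopamine controls for 90 minutes at 37 degrees C. DiscoveRx reagent added for 30–60 minutes at room temperature; luminescence read, quantitative HTS format.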
GLP1R cytotox = cytotoxicity in counter-screen for GLP-1R inverse agonists | actives 0.13% (n = 410,000) | AID 624418 | Potency, µM (doses to about 38.3 µM), for the others: at the highest dose activity change, negative = inhibition, hits mostly inhibitors | HEK293 cAMP-luciferase reporter cells, luminescence, 24 h;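 also: loss of luciferase light is scored as toxicity; potency is read from the fitted curve at half-maximal effect; % is scaled to controls: 0 for no effect and ±100 for the full control effect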
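1536-well qHTS counterscreen of the MLSMR; 200 cells/uL, 12 h pre-incubation, 23 nL cpd, 24 h at 37 deg C 5% CO2, luciferase detection reagent, 12 min RT, luminescence. Inhibition = undesired.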
KB-V1 cytotox = KB-V1 MDR subline cytotoxicity. KB-V1 MDR cells viability, CellTiter-Glo, 72 h. Potency, µM (doses to about 46.1 µM), inactives show at the top dose activity change, negative = cytotoxicity, usual class: cytotoxic. actives 3.4% (n = 400,000); also: potency is read from the fitted curve at half-maximal effect; % is scaled to controls: 0 for no effect and ±100 for the full control effect; nearly all actives have a fitted effect of over 60% in size
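KB-V1, DMEM (no phenol red) + 10% FBS; cpd pin-transferred, titration series; 72 h, 37 degrees C; CellTiter-Glo, luminescence. Data normalized, curve-fit.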
aSyn yeast inh = inhibitors of alpha-synuclein toxicity in yeast; Yeast expressing alpha-synuclein, growth rescue, BacTiter-Glo, 24 h; Potency, µM (titrated, usually from 46.1 µM), for inactives: at the top dose growth rescue (activation), hits mostly activators; actives 0.14% (n = 370,000); AID 652106; also: potency is read from the fitted curve at half-maximal effect; % of control where 0% means no effect; nearly all actives have a fitted effect of over 65% in size
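Galactose-induced alpha-syn yeast (OD600=0.02, raffinose-pregrown) + pinned cpd, 24 hr, 30 deg C; growth by BacTiter-Glo luminescence. Growth restoration scores as activation.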
* marks the source's active call; other numbers are inactive results; i = inactive; ? = inconclusive; / = not tested or not shown; & = joins results of further samples; [ ] = dose if it differs, or a comment. Unless noted, calls follow the shape of the dose curve; as a rule, active = well fitted curve in the direction sought with a large enough effect; inconclusive = small, poorly fitted or top-dose-only effect, or another doubt; inactive = no such curve, though single readings can be large; an effect the other way counts as inactive or inconclusive. Some of the compounds tested; rates above refer to the full screens.

Order of values: GLP1R inv ag	DRD3 antagonist	aSyn yeast inh	GLP1R ag	TDP-43 yeast inh	D3 ag	GLP1R cytotox	PTHR1 ag	KB-V1 cytotox
Cc1cc(OCC(=O)N2CCN(CC(=O)N3CCOCC3)CC2)c(C(C)C)cc1Cl
    ?	-7	0%	-5%	-4%	0	0%	-7%	-10%
O=C1NC(=O)C(=Cc2ccc(OCC(=O)N3CCOCC3)cc2)C(=O)N1
    10%	-23	-25%	2%	0%	-22	-7%	8%	-1%
CCN(CC)P(=O)(NC(=O)c1cccn1C)N(CC)CC
    3%[7.66 µM]	-2	-10%	0%	-15%	-6	17%[7.66 µM]	-5%	-8%
COc1cccc(CN2CCCC(C(=O)Nc3ccc(-c4cscn4)cc3)C2)c1 (configuration not stated)
    ?	?	0%	-2%	-6%	-35	?	16%	21µM*
COC(=O)[C@@H](c1ccccc1)C1CCCCN1 (some centres not stated)
    0%	5	11%	17%	21%	4	-2%	4%	6%
CN1C2CCC1C(COC(=O)c1ccccc1)C(O)C2 (configuration not stated)
    4%	3	-4%	1%	-3%	3	4%	i	21%
CCCCCn1c(=O)c(C(=O)NCc2ccc(Cl)cc2)c(O)c2ccccc21
    0%	13	1%	0%	1%	-6	-24%	-32%[inhibitor]	0%
Cc1ncc(CNC(=O)N(CCCl)N=O)c(N)n1
    1%	-5	-2%&9%	4%&-5%	23%	21&-4	3%	-18%	-2%
COC(=O)C1=C(c2ccc(OCc3ccccc3)cc2)C[C@@H]2CC[C@H]1N2C(=O)NCc1cccc(C(F)(F)F)c1
    ?	0	-9%	-1%	-8%	0	1%	i	?
COC(=O)C1=C(c2ccc(OC)c(OC)c2)C[C@@H]2CC[C@H]1N2C(=O)N1CCCC1
    -3%	24	11%	-2%	-12%	2	5%	-46%[inhibitor]	-37%
CCCc1[nH]nc2c1C1(C(=O)N(CC(N)=O)c3ccccc31)C(C(=O)OC)=C(N)O2 (configuration not stated)
    0%	-23	-1%	-2%	11%	3	1%	1%[57.5 µM]	1%
CC1CCC(NCCc2ccc3c(c2)OCO3)CC1 (configuration not stated)
    -5%	-29	1%	-1%	0%	-26	-11%	-8%[57.5 µM]	?
COc1ccc(C2SCC(=O)Nc3c2c(=O)[nH]n3C2CCCCCC2)cc1OC (configuration not stated)
    27%	-7	-2%	11%	-27%	6	-1%	i	?
CCOC(=O)c1cnc(SCc2ccc(Cl)c(Cl)c2)nc1N1CC1
    ?	?	12%	11%	?	0	-28%	i	8.2µM*
O=C(CN1C(=O)CN=C(c2ccccc2Cl)c2cc(Cl)ccc21)NCc1ccco1
    ?	-5	0%	0%	-16%	-8	-2%	i	-20%
CCOC(=O)C1=C(C)OC(N)=C(C#N)C12C(=O)Nc1ccc(C)cc12 (configuration not stated)
    5%	10	-6%	-7%	-3%	3	4%	-5%[57.5 µM]	?
CN1C(=O)CN=C(c2ccccc2Cl)c2cc(Br)ccc21
    -10%	-4	20%	4%	?	-3	-14%	i	-9%
COc1cccc(NP(=O)(Oc2ccc(Cl)cc2)Oc2ccc(Cl)cc2)c1
    ?	-17	12%	-5%	0%	-1	?	-31%	13µM*
Cc1ccc(NS(=O)(=O)c2c(F)cc(F)c(Cl)c2F)cc1S(=O)(=O)N1CCOCC1
    ?	-6	-1%	4%	-10%	3	10%	-42%[inhibitor]	0%
COc1ccc(C(=O)OC2C[C@H]3CC[C@@H](C2)N3O)cc1OC (some centres not stated)
    -1%	12	4%	28%	-6%	21	21%	i	7%
CCCCn1nnnc1C(c1ccc(OC)cc1)N1CCC2(CC1)C(=O)NCN2c1ccccc1 (configuration not stated)
    -26%	-18	16%	2%	-3%	-3	-15%	10%	0%
C[C@]12CCC(=O)C=C1CC[C@@H]1[C@@H]2C(=O)C[C@]2(C)C(=O)CC[C@@H]12
    ?	1	?	10%	16%	0	-1%	-17%	-1%
COC(=O)C1=C(c2cccc(C#N)c2)C[C@@H]2CC[C@H]1N2C(=O)NC1CC1
    -4%	22	1%	-2%	23%	1	?	i	29%
O=c1[nH]c(=S)n(C2CC2)c(O)c1C=NCCN1CCOCC1
    6%	3	0%	0%	8%	-3	7%	i	19%
CCN(CC)C(=O)Oc1ccc(Cl)c2ccccc12
    ?	-27	-5%	-2%	9%	-13	31%[activator]	i	-28%
CCCC[n+]1cc(/N=C(\[O-])OC)on1
    0%	8	0%	6%	3%	1	11%	i	2%
COc1cc(C2c3cc4c(cc3CC3COC(=O)C32)OCO4)cc(OC)c1O (configuration not stated)
    31%[activator]	-22	1%	3%	-9%	-5	-7%	9%	?
COc1ccc(C(Nc2ccccc2)P(=O)(Oc2ccccc2)Oc2ccccc2)cc1 (configuration not stated)
    -3%	?	-6%	1%	-10%	25	3%	i	?
CC(=O)C1=C(C)OC(N)=C(C(=O)OC(C)C)C12C(=O)Nc1ccccc12 (configuration not stated)
    -28%	5	-12%	3%	-1%	2	-4%	-20%[57.5 µM]	8%
O=C(O)C(Cc1cnc[nH]1)NS(=O)(=O)c1ccc(Br)cc1 (configuration not stated)
    -9%	-4	-2%	3%	3%	-5	0%	i	-5%

A run of entries taken from the entries so far:
Order of values: GLP1R inv ag	DRD3 antagonist	aSyn yeast inh	GLP1R ag	TDP-43 yeast inh	D3 ag	GLP1R cytotox	PTHR1 ag	KB-V1 cytotox
CC(=O)C1=C(C)OC(N)=C(C(=O)OC(C)C)C12C(=O)Nc1ccccc12 (configuration not stated)
    -28%	5	-12%	3%	-1%	2	-4%	-20%[57.5 µM]	8%
O=C(O)C(Cc1cnc[nH]1)NS(=O)(=O)c1ccc(Br)cc1 (configuration not stated)
    -9%	-4	-2%	3%	3%	-5	0%	i	-5%

The results go on.
Order of values: GLP1R inv ag	DRD3 antagonist	aSyn yeast inh	GLP1R ag	TDP-43 yeast inh	D3 ag	GLP1R cytotox	PTHR1 ag	KB-V1 cytotox
CN(C)c1ccc(CNC(=O)Cn2c(=O)oc3cc(S(=O)(=O)N4CCCCCC4)ccc32)cc1
    ?	/	/	/	-2%	1	11%	-53%[inhibitor]	-2%
Cc1nnc(NC(=O)c2cccn(Cc3ccc(Cl)cc3)c2=O)s1
    59%[activator]	/	-1%	0%	10%	2	-3%	i	5%
N=c1n(CCO)c2ccccc2n1Cc1ccccc1
    ?	-7	5%	4%	2%	0	50%[activator]	-3%	-21%
COc1ccc(S(=O)(=O)N(C)C[C@H]2OCCCC[C@H](C)Oc3ccc(N(C)C)cc3C(=O)N([C@H](C)CO)C[C@@H]2C)cc1
    9%	19	?	-5%	9%	2	-10%	-14%	-10%
COc1ccc2c(c1)C1OCCNC1CC2 (configuration not stated)
    4%	?	0%	-5%	16%	9	8%	i	3%
COc1ccc(C(=O)Nc2ccc(S(=O)(=O)N(Cc3ccccc3)c3ccccc3)cc2)cc1
    5µM*	/	/	/	18%	1	-9%	-34%	2.3µM*
CC(=NCc1cccnc1)c1c(O)n(C2CCCCC2)c(=O)[nH]c1=O
    72%[activator]	20	1%	15%	-11%	2	4%	-18%[57.5 µM]	18µM*
CCOC(=O)c1ccc(N=NN(C)C)cc1
    14%	-6	-7%	3%	0%	-6	?	-17%	0%
COC(=O)c1c(NC(=O)C2CC=CCC2C(=O)O)sc2c1CCCCC2 (configuration not stated)
    -9%	-13	9%	0%	-12%	-8	10%	-58%[inhibitor]	4%
Cc1onc(-c2ccccc2)c1C(=O)N1CCC2(CC1)OCCO2
    3%	-8	0%	-10%	-22%	-19	5%	-11%[57.5 µM]	1%
CCCCCc1nc2c(c(=O)c3ccccc3n2C)c(=O)n1C1CCCCCC1
    ?	-13	-20%	13%	-20%	1	-26%	-31%[inhibitor]	?
COC(=O)C1=C(N)Oc2c(c(=O)oc3ccccc23)[C@]12C(=O)N(C)c1ccccc12
    5%	-18	-3%	-2%	-4%	-3	-7%	i	0%
CN1CCN(c2cc([N+](=O)[O-])ccc2Cl)CC1
    2%	-99*	-7%	7%	0%	-17	-4%	i	19%
O=C(Nc1ccc(Cl)cc1)Nc1nccs1
    ?	12	-3%	2%	20µM*	2	?	-19%	2.6µM*
CC(=O)c1cn(CC(=O)NCCc2c[nH]c3ccccc23)c2ccccc12
    -9%	38	2%	0%	12%	5	-9%	-40%[inhibitor]	15µM*
O=S1(=O)N(Cc2ccccc2Cl)CCCN1Cc1ccccc1Cl
    ?	/	/	/	-16%	-5	11%	-14%	2%
O=c1c2ccccc2nc(/C=C\c2ccc(F)cc2)n1-c1ccccc1F
    1%	/	/	/	25%	5	-1%	-38%[inhibitor]	-18%
COc1ccc(CC2C(=O)NC(=O)NC2=O)c(OC)c1
    -1%	-16	-12%	1%	7%	3	-8%	-29%[57.5 µM]	22%
CCCCCN=C(N)N/N=C/c1c[nH]c2ccc(OC)cc12
    ?	-11	-33%[inhibitor]	-11%&8%	?	-57&-16	?	-44%	-1%
CC(C)(C)c1ccc(/C=C2\Oc3cc(OC(=O)N4CCOCC4)ccc3C2=O)cc1
    -8%	30	-46%[inhibitor]	1%	6%	8	8%	-21%	-26%
Cc1cccc(-n2c(/C=C/c3cccc4ccccc34)nc3ccccc3c2=O)c1
    4%	/	/	/	35µM*	5	-3%	-12%	?
CC[C@H]1CN2CCC1C[C@H]2[C@H](O)c1ccnc2ccc(OC)cc12 (some centres not stated)
    -17%	-17	1%	10%	14%	-16	5%	-6%	-29%
O=C(Nc1ccc(OC(F)(F)F)cc1)c1ccc2c(c1)no[n+]2[O-]
    ?	-23	4%	17%	?	-18	11µM*	i	21µM*
COc1ccc(-c2nc(CN3C(=O)CN=C(c4ccccc4)c4ccccc43)c(C)o2)cc1
    ?	/	/	/	20%[9.22 µM]	12	0%	-57%[inhibitor]	?

Source: PubChem (National Center for Advancing Translational Sciences (NCATS))
